Bioassay records from PubChem BioAssay.
MEKK2 WT-MEK5 – raises or lowers MEK5 binding to wildtype human MEKK2 PB1 domain. Q9Y2U5. bead flow cytometry, Alexa488-MEK5 binding to MEKK2 WT; actives lie on both sides. binding response (% of control), % at 10 µM. hit rate 1.1% among 290,000. AID 1531; in the data active = binding response below about 67% or above about 130%; inconclusive = no clear call, values can overlap the other calls; inactive = in between
VIM-2 inhibitor – blocks Pseudomonas aeruginosa VIM-2 metallo-beta-lactamase. purified VIM-2, nitrocefin hydrolysis, epi-absorbance fluorescence. inhibition, % at 5.6 µM. hit rate 0.89% among 290,000. AID 1527;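 active = inhibition above the mean of all tested compounds plus 3 SD, cutoff set per screening run, cut at about 7.5% in these data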;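 note: red hydrolysis product quenches plate fluorescence so inhibitors raise well fluorescence; 0% = enzyme with DMSO and 100% = DMSO without enzyme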
HCV NS3 hel inh – blocks Hepatitis C virus NS3 helicase unwinding. AID 1800. NS3 helicase DNA unwinding, Cy5 molecular beacon fluorescence. inhibition, % at 10.9 µM. hit rate 0.56% among 290,000;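 active = inhibition above the mean of all tested compounds plus 3 SD, set per campaign, cut at about 35% in these data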;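 note: 0% = DMSO wells and 100% = thioflavine S control wells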
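System: NS3 helicase fragment of HCV / Schedule: 1 h at 25 °C / Control set: DMSO alone as 0% and 110 µM thioflavine S as 100% / Reagent: Cy5/quencher beacon DNA duplex and ATP to start / Technique: Cy5 fluorescence / Replication: singlicate / Evaluation: % inhibition of end-to-start signal ratio versus controls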
IMP-1 inh – blocks Pseudomonas aeruginosa IMP-1 metallo-beta-lactamase | purified IMP-1, nitrocefin hydrolysis, epi-absorbance fluorescence | inhibition, % at 5.6 µM | hit rate 0.45% among 290,000 | AID 1556;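 active = inhibition above the mean plus 3 SD of all compounds in the same screening run, cut at about 4.5% in these data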;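 note: 0% = IMP-1 with DMSO and 100% = DMSO wells lacking enzyme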
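Test system: recombinant IMP-1 enzyme, purified / Medium: HEPES buffer pH 7.1 with ZnSO4 and Brij 35 / Doses: single dose, 5.6 µM / Times: 25 °C, 15 min preincubation, 25 min reaction / Detection: Epi-absorbance via hydrolysed-nitrocefin quenching of white-plate fluorescence, 480/530 nm, EDTA stop / Evaluation: percent inhibition from optical density relative to buffer-blank wells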
NALP1 inh – inhibitors of NALP1 inflammasome in yeast | AID 2071 | inhibition, % at 10 µM | hit rate 0.61% among 280,000 | S. cerevisiae NALP1/ASC/caspase-1 growth, X-gal OD620, 72 h; in the data active = inhibition mostly above about 24%, no sharp cut-off; inactive = mostly below about 32%; note: some compounds called inactive have numbers as strong as hits
FID counter – counter-screen for HCV NS3 helicase inhibitors: DNA intercalator displacement; inhibition, % at 7.9 µM; hit rate 0.17% among 290,000; DNA fluorescent intercalator displacement, fluorescence; AID 1845; in the data active = inhibition above about 37%;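 note: 0% = vehicle and 100% = reference compound; higher means more ethidium bromide displaced from hairpin DNA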
MEKK2 mut-MEK5 – signal of MEK5 binding to mutant human MEKK2 PB1 domain | bead flow cytometry, Alexa488-MEK5 binding to MEKK2 mutant | percent response, % at 10 µM | hit rate 0.35% among 290,000 | AID 1530; in the data active = percent response above about 24%, passing the limit was not always enough; note: inactives centre near 1; some results filed as inactive read as strong as hits
SUMO HTRF inh – SUMOylation inhibition; AID 2006; HTRF SUMOylation assay, SAE1/SAE2 + UBC9, in vitro; inhibition, % at 35 µM; hit rate 0.36% among 290,000; P63279; in the data active = inhibition above about 50%, passing the limit was not always enough; inconclusive = no clear call, values can overlap the other calls; note: strong numbers were not always called active
Target sequence (P63279 whole entry, looked up): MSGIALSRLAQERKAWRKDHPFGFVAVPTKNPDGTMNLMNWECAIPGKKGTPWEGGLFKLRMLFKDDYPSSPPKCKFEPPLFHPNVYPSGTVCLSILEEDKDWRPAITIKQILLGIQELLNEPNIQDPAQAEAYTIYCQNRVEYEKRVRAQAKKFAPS
PfM18AAP inh – blocks P. falciparum M18 aspartyl aminopeptidase; recombinant PfM18AAP, H-Glu-NHMec fluorogenic cleavage; AID 1822; hit rate 1.2% among 290,000; inhibition, % at 7.35 µM;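 active = inhibition above the campaign mean inhibition over all tested compounds plus 3 SD, cut at about 28% in these data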;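 note: 0% = plate median of test compound wells and 100% = 2 mM ZnCl2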
The depositor's hits bear a star; u = inconclusive; x = no result given. Random draw from the library; overall some 4.7% were active at least once.

SMILES	MEKK2 WT-MEK5	VIM-2 inhibitor	HCV NS3 hel inh	IMP-1 inh	NALP1 inh	FID counter	MEKK2 mut-MEK5	SUMO HTRF inh	PfM18AAP inh
Cc1nn(C(C)C)c(C)c1CN1CCCC(CCC(=O)NCc2ccccc2F)C1 (stereo not drawn)	104	-1.9	8	-1.5	14	4	6	15	-1
COc1ccc(N2C(=O)C(Cl)=C(Nc3c(C)n(C)n(-c4ccccc4)c3=O)C2=O)cc1	98	1.8	1	-0.4	50	-4	-1	0	8
O=C(CCl)Nc1nc(-c2ccco2)c(-c2ccco2)s1	93	-4.0	61*	-2.5	71	3	-2	82*	36*
CCCc1cc(=O)[nH]c(SCc2ccccc2Cl)n1	98	-3.5	3	-1.5	8	-22	0	-5	-5
O=c1[nH]c(NCc2ccccc2)nc2c1CCCC2	96	-2.8	-2	-3.1	35	-6	-10	13	7
CS(=O)(=O)N1CCN(c2ccc(NC(=S)NC(=O)c3cccs3)cc2)CC1	102	-0.8	4	-0.4	-2	0	4	4	3
CCc1cccc(NC(=S)Nc2ccc(CN3CCOCC3)cc2)c1	108	-1.8	-2	-1.6	0	-1	7	7	5
Cc1n[nH]c(C)c1CCCCOc1ccccc1F	109	-1.2	-7	-2.9	16	-13	13	23	1
CCOC(=O)c1ccoc1CSCc1ccc(C(=O)OC)o1	109	-3.0	16	4.0	19	-12	7	26	9
COc1ccc(C(O)P(=O)(OCC(C)C)OCC(C)C)c(OC)c1 (stereo not drawn)	95	-5.0	-1	-2.9	9	-29	-2	12	-5
COc1cc(Cl)c(S(=O)(=O)N2CCCC2)cc1Cl	98	-0.9	3	-4.4	1	-7	-1	17	-2
O=C(CN(c1ccc2c(c1)OCCO2)S(=O)(=O)c1ccccc1)N1CCN(Cc2ccccc2)CC1	105	-1.0	-20	-0.4	-3	-15	-4	-11	-1
O=C(Nc1ccc2c(c1)OCO2)c1c(F)c(F)c(F)c(F)c1F	94	-2.9	-1	-5.2	-11	-1	-7	2	-8
NS(=O)(=O)c1cc2c(cc1Cl)NC=NS2(=O)=O	103	-2.6	9	-2.4	23	0	2	14	-2
O=[N+]([O-])c1ccccc1CN1CCN(S(=O)(=O)Cc2ccccc2)CC1	98	1.0	11	-0.3	14	-9	-4	10	-5
CCN(c1cccc(C)c1)S(=O)(=O)c1ccc2c3c(cccc13)C(=O)N2	104	-2.8	-3	-4.8	6	0	0	23	-2
O=C(Nc1ccc([N+](=O)[O-])cc1)Nc1ccc2c(c1)OCCO2	103	-2.2	10	-1.4	16	14	1	9	-9
COc1ccc(OC)c(-c2c3cc(O)c(=O)cc-3oc3cc(O)c(O)cc23)c1	73	0.6	44*	4.7*	15	-10	-4	u	45*
Cc1ccccc1N1C(=O)CC(Sc2nnc(-c3ccccc3)o2)C1=O (stereo not drawn)	109	-3.9	9	-3.8	-1	-6	6	9	-209
COC(=O)c1ccccc1NC(=O)CN1CCOCC1	98	-1.9	1	-2.1	-2	-1	-3	-12	-8
COC(=O)C1CCN(C(=O)c2c(-c3ccccc3Cl)noc2C)CC1	101	-1.6	-1	-3.6	6	-9	-2	18	6
COc1cc(/C=N/N=C2/NC(=O)C(CC(=O)O)S2)ccc1OCc1ccc(Cl)cc1 (stereo not drawn)	102	-2.9	30	-0.6	8	-26	1	7	-1
COc1cc(C2NCCc3c2[nH]c2ccccc32)ccc1OC(C)C (stereo not drawn)	91	0.9	-30	1.6	-8	37*	-13	16	-3
O=C(O)CSCC(=O)c1ccccc1	105	-1.0	-1	-0.3	15	2	3	24	-1
COc1cc([N+](=O)[O-])cc(/C=N/NC(=O)CC#N)c1O	94	-3.9	9	-6.6	-17	-10	-6	x	19
Cc1ccccc1C(=O)NNC(=O)CSc1nc(-c2ccccc2)cc(=O)[nH]1	95	-4.1	8	-1.2	4	-2	-2	0	7
OC(COc1ccc2ccccc2c1)CN1CCN(c2ccc(F)cc2)CC1 (stereo not drawn)	114	-1.7	-22	0.2	44*	3	6	12	-5
CCSc1nnc(NC(=O)CSc2nc3c(c(=O)n2-c2ccccc2OC)SCC3)s1	97	-1.9	1	-4.2	10	-20	4	-22	-3
Cc1cc(/C=C(\C#N)C(=O)O)c(C)n1C1CC1	96	0.1	25	-1.6	20	-25	1	-3	12
COc1ccc(C(C(=O)NC2CCCC2)N(CC2CCCO2)C(=O)Cn2nnc(-c3ccc(C)o3)n2)cc1 (stereo not drawn)	92	1.6	-5	-1.2	-22	-11	-3	16	-6
O=C1CN(C(=O)COC(=O)/C=C/c2ccco2)c2ccccc2N1	104	-0.3	3	-3.0	15	-8	-4	10	2
COc1ccc(N(C(=O)c2ccco2)C(C(=O)NC2CCCC2)c2cccnc2)c(OC)c1 (stereo not drawn)	95	-3.7	10	-3.9	-9	-27	1	4	1
CCOC(=O)C1CCN(C/C=C/c2ccccc2[N+](=O)[O-])CC1	99	-1.3	2	0.1	-4	3	1	2	2
Cc1cc(-n2c(C)cc(C(=O)CSc3nnnn3-c3ccc(Cl)cc3)c2C)no1	81	-2.5	1	-1.6	-8	-5	-6	13	1
Cc1nn(-c2ccccc2)c(Cl)c1/C=C1\SC(=S)N(CCCCCC(=O)O)C1=O	101	-1.1	23	-0.7	-1	-31	3	39	-2
O=C(COC(=O)c1ccccn1)Nc1cccc(Cl)c1	101	-4.9	0	-3.3	-1	-1	4	6	3
CCS(=O)(=O)c1ccc2c(c1)NC(=O)C(CCO)O2 (stereo not drawn)	106	-2.2	5	-2.6	11	0	8	15	-4
CCCS(=O)(=O)c1nc(S(=O)(=O)c2ccc(C)cc2)c(NCCCN(C)C)s1	100	-1.8	-14	-0.1	17	16	1	7	-4
Cc1ccc(NC(=O)C2CC(=O)n3ncnc3N2)cc1 (stereo not drawn)	104	-0.3	-13	-2.0	20	0	5	15	-4
COc1ccc(NC(=O)COC(=O)c2cc(SC)ccc2Cl)c(OC)c1	99	-2.0	13	-2.8	22	3	1	-13	-11
COc1ccccc1OC(C)C(=O)NNC(=S)NC1CCCC1 (stereo not drawn)	99	-5.2	11	-3.9	10	-14	-1	7	6
O=C(CSc1ccccn1)N/N=C/c1cccc([N+](=O)[O-])c1	94	1.6	-4	-3.5	44	-3	-3	15	3
CN(c1ccc(C(=O)N2CCN(Cc3ccccc3)CC2)cc1)S(=O)(=O)c1ccccc1	100	-2.4	-15	-3.2	19	-32	0	-6	3
Cc1ccc2[nH]c3c(c2c1)CN(C(=O)CN1c2ccc(F)cc2CCC1C)CC3 (stereo not drawn)	93	4.9	1	-1.5	3	-9	-7	-3	12
CCCCSCCCNC(=O)Nc1ccc(CC)cc1	107	-3.0	6	-0.9	11	-23	6	-11	0
Cc1cc(C)n2nc(/C(C#N)=C/c3ccccn3)c(C#N)c2n1	102	45*	-2	-0.1	19	-12	-1	13	-13
O=C(c1cc(Br)c[nH]1)N1CCCCC1	99	2.5	6	0.6	11	-5	-4	-14	6
S=C(Nc1ccc(Cl)cc1)c1nc2ccccc2[nH]1	110	-1.4	-1	-2.4	16	-1	0	-118	2
O=C1CC(c2ccc(Cl)cc2)n2nc(N3C(=O)c4ccccc4C3=O)nc2N1 (stereo not drawn)	95	-1.4	3	-2.3	2	6	-13	18	5
O=C(NCc1ccccc1)/C(=C/c1ccco1)NC(=O)c1ccco1	88	-1.3	1	-2.5	18	5	-3	0	6
CCOC(=O)C1CN(S(=O)(=O)c2ccc(OC)cc2)c2cc(CC(=O)OC)ccc2O1 (stereo not drawn)	103	-2.2	7	-3.8	-3	-29	0	-2	6
O=C(CN1C(=O)C(=O)N(Cc2ccccc2)C1=O)Nc1ccc(F)c(Cl)c1	102	-2.7	11	-3.2	-9	1	3	-11	2
COc1cccc(C(=O)NCc2n[nH]c(=S)n2-c2cccc(C)c2)c1	100	3.2	-2	-3.7	-4	-2	1	-8	7
Cc1[nH]c(C)c(S(=O)(=O)N2CCc3ccccc32)c1C(=O)N1CCCCC1	103	-1.7	-2	-1.6	8	-20	7	16	-8
CCN(CC(=O)Nc1ccc(NC(C)=O)cc1)CC(=O)Nc1ccc(F)c(Cl)c1	110	-1.1	-1	-3.8	-9	1	0	-3	1
COc1ccc(/C=C2\SC(=Nc3ccccc3)NC2=O)cc1	90	-2.2	0	-0.2	10	-9	-4	7	-4
COc1ccc(S(=O)(=O)NC(N)=NCCc2ccc(OC)c(OC)c2)cc1	93	-2.5	-6	-0.4	4	-9	-4	19	-2
COc1ccc2c(CC(=O)N3CCc4ccccc43)coc2c1	92	-1.3	-2	1.1	14	-15	-4	15	8

Filtered by structure, those above containing a furan ring, fused or not
SMILES	MEKK2 WT-MEK5	VIM-2 inhibitor	HCV NS3 hel inh	IMP-1 inh	NALP1 inh	FID counter	MEKK2 mut-MEK5	SUMO HTRF inh	PfM18AAP inh
O=C(CCl)Nc1nc(-c2ccco2)c(-c2ccco2)s1	93	-4.0	61*	-2.5	71	3	-2	82*	36*
CCOC(=O)c1ccoc1CSCc1ccc(C(=O)OC)o1	109	-3.0	16	4.0	19	-12	7	26	9
COc1ccc(C(C(=O)NC2CCCC2)N(CC2CCCO2)C(=O)Cn2nnc(-c3ccc(C)o3)n2)cc1 (stereo not drawn)	92	1.6	-5	-1.2	-22	-11	-3	16	-6
O=C1CN(C(=O)COC(=O)/C=C/c2ccco2)c2ccccc2N1	104	-0.3	3	-3.0	15	-8	-4	10	2
COc1ccc(N(C(=O)c2ccco2)C(C(=O)NC2CCCC2)c2cccnc2)c(OC)c1 (stereo not drawn)	95	-3.7	10	-3.9	-9	-27	1	4	1
O=C(NCc1ccccc1)/C(=C/c1ccco1)NC(=O)c1ccco1	88	-1.3	1	-2.5	18	5	-3	0	6
COc1ccc2c(CC(=O)N3CCc4ccccc43)coc2c1	92	-1.3	-2	1.1	14	-15	-4	15	8

Profiles, quoted from the list.
`COc1ccc(/C=C2\SC(=Nc3ccccc3)NC2=O)cc1` reads MEKK2 WT-MEK5 = 90; VIM-2 inhibitor = -2.2; HCV NS3 hel inh = 0; IMP-1 inh = -0.2; NALP1 inh = 10; FID counter = -9; MEKK2 mut-MEK5 = -4; SUMO HTRF inh = 7; PfM18AAP inh = -4
`O=C1CC(c2ccc(Cl)cc2)n2nc(N3C(=O)c4ccccc4C3=O)nc2N1` (stereo not drawn) reads MEKK2 WT-MEK5 = 95; VIM-2 inhibitor = -1.4; HCV NS3 hel inh = 3; IMP-1 inh = -2.3; NALP1 inh = 2; FID counter = 6; MEKK2 mut-MEK5 = -13; SUMO HTRF inh = 18; PfM18AAP inh = 5
